# Compound activity deposited in PubChem by Broad Institute.
# GSIS activator: GLuc luminescence reporter in INS-1E cells, primary screen for activators of glucose-dependent secretion of insulin | INS-1E GLuc reporter insulin secretion, 2-3 h | activation, % at 16.6 µM | 370,000 tested, 0.61% active;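 active = lowest replicate activation of at least 40%, so every replicate reaches that level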;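 also: 0% = median of neutral control wells and 100% = median of IBMX positive control wells; some compounds called inactive have numbers as strong as hits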
# Statin myotox sup: protects C2C12 myotubes from simvastatin toxicity; ATP luminescence, 48 h; scaled: DMSO 0, geranylgeraniol control 100; rescue of ATP level, % at 7.49 µM; 330,000 tested, 0.78% active;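 active = mean ATP rescue above about 67%, or every replicate alone reaching that limit, limit read from the data, passing the limit was not always enough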;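 also: myotubes were challenged with 10 µM simvastatin during compound exposure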
# PglD inh: inhibitors of Campylobacter jejuni PglD acetyltransferase; 360,000 tested, 0.098% active; inhibition, % at 12.5 µM; purified PglD enzyme, DTNB colorimetric CoA detection; in the data active = inhibition above about 16%, passing the limit was not always enough; also: strong numbers were not always called active
# FN deposition inh: fibronectin deposition inhibition | AH1F fibroblasts, Alexa488-fibronectin deposition fluorescence, overnight | inhibition, % at 12.6 µM | 350,000 tested, 0.086% active | AID 743247;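 active = mean inhibition across replicates of 30% or more, regardless of how many single replicates reach that level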;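 also: positive control wells lacked labelled fibronectin entirely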
#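 Measured by – fluorescence 485/525 nm · System – AH1F fibroblast monolayer, labelled fibronectin deposition · Amount – 10000 cells per well · Buffer or medium – serum-reduced DMEM (2% serum) · Doses – single dose, pinned · Also added – fluorescent fibronectin at 24 nM final · Schedule – 1 h cell attachment, overnight exposure to compound and label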
# Cneo AK release: causes C. neoformans cell lysis; adenylate kinase release luminescence, 4 h; normalised: neutral wells 0, clomiphene wells 100; lysis activity, % at 15 µM; 360,000 tested, 0.2% active; AID 651654;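 active = mean lysis activity across replicates of at least 80%, whatever share of replicates individually reach that level; inactive = mean lysis activity below 80%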
#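 Material – log-phase Cryptococcus neoformans yeast cells · Input – 5 × 10^6 yeast cells/mL · Medium – fresh YPD growth medium · Doses – single compound concentration per well · Timing – static 4 h at 37 °C with compound, 1 h detection · Detection – adenylate kinase release luminescence · Read-out – signal increase indicating cell lysis · Control set – Clomiphene as positive lysis control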
# CFTR F508del cor: CFTR F508del correction in bronchial cells | CFBE cells, YFP halide quenching; stimulated with forskolin plus potentiator P3; % fluorescence drop versus neutral controls | activity (quench increase), % at 7.58 µM | 350,000 tested, 0.36% active;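 active = mean added fluorescence quench of at least 8% versus neutral control, with both replicates also reaching 8%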;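 also: cells transiently co-express mutant CFTR-F508del with the halide-sensitive YFP; corrector assay measuring rescue of mutant channel to the surface after 24 h compound exposure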
# miR-122 sensor: miR-122 inhibition in Huh7 cells | Huh7 miR-122 Renilla luciferase sensor, 48 h; neutral wells = 0, positive control = 100 | activation (reporter increase), % at 12.5 µM | 340,000 tested, 0.3% active | AID 602342;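 active = mean replicate activation score at least 90 and every replicate individually at or above 90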;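 also: higher luciferase means less miR-122 activity so hits act as miR-122 inhibitors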
# PGC1a acetyl inh: modulators of PGC1a acetylation; inhibition, % at 15.6 µM; U2OS PGC1a acetylation, AlphaScreen anti-acetyl-lysine; with virally co-expressed GCN5 acetyltransferase; 350,000 tested, 0.17% active;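 active = every replicate shows inhibition of at least 40%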;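 also: 0% = neutral control wells and 100% = positive control wells; some results beyond the cut were filed as inactive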
# The depositor's hits bear a star; nt = not tested or not shown; & = joins results of further samples; [ ] = dose if it differs, or a comment.
SMILES	GSIS activator	Statin myotox sup	PglD inh	FN deposition inh	Cneo AK release	CFTR F508del cor	miR-122 sensor	PGC1a acetyl inh
CCOC(=O)N1CC=C2C(C#N)=C(N)C(C#N)(C#N)[C@H](c3ccccc3OCC)[C@H]2C1	-21	-10	2	nt	-2	nt	3	6
Nc1ccc(-c2c3ccccc3nc3ccccc23)cc1	24	-9	1	-1	-1	0.1	-9	4
CSc1cccc(CN2CCCC(CNC(=O)c3ccco3)C2)c1 (stereo not drawn)	13	-13	1	0	1	2.2	0	nt
CCn1c(C)c(C)c2cc(C(=O)N3CCCC3)ccc21	14	-2	1	5	-2	1.4	nt	nt
COc1ccc(NC(=O)N(C)C[C@@H]2Oc3ncc(C#C[C@@H](C)O)cc3C(=O)N([C@H](C)CO)C[C@@H]2C)cc1	14	13	-3	nt	-4	-2.3	1[16.7 µM]	0
C[C@@H]1CN([C@H](C)CO)C(=O)c2cc(C#CC3CCCCC3)cnc2O[C@H]1CN(C)S(C)(=O)=O	-5	-15	-26	nt	51	1.9	-1[16.7 µM]	6
Cn1c(N)c(C(=O)Nc2ccc(-c3ccccc3)cc2)sc1=S	-16	nt	1	2	2	-1.6	nt	12
CCN(CCCNC(=O)CCc1nc(-c2ccc(OC)cc2)no1)c1cccc(C)c1	nt	nt	8	nt	0	nt	-1	-14
O=C(NCCN1CCOCC1)c1cc(-c2ccccc2)nc2ccccc12	nt	8	-2	-4	0	3.3	-7	-3
C[C@@H]1CN([C@@H](C)CO)C(=O)Cc2cc(NC(=O)CCC(F)(F)F)ccc2O[C@@H]1CN(C)C	13	8	5	nt	0	0.1	-8[16.7 µM]	0
COc1cc(OC)cc(C(=O)NC(=S)NNC(=O)c2cnccn2)c1	15	nt	0	2	4	6.6	1	-2
Cc1sc2ncnc(SCC(=O)NC3CC3)c2c1C	-3	47	6	nt	3	nt	-1	11
CNC(=O)C[C@@H]1CC[C@@H]2[C@H](COc3ccc(NC(=O)Nc4ccc(Cl)cc4)cc3C(=O)N2C)O1	14	-6	-36	6	-1	0.9	-33[16.7 µM]	2
COCc1cn(CC[C@@H]2CC[C@@H](NC(=O)c3ccncc3)[C@@H](CO)O2)nn1	-1	7	2	-12	-3	-0.2	nt	-1
COC(=O)c1cc(COC(=O)c2nc3nccc(C)n3n2)oc1C	0	-4	nt	4	nt	-4.2	2	-7
CCOC(=O)CSc1nc2sc3c(c2c(=O)n1-c1ccc(OCC)cc1)CCN(C)C3	-5	0	-8	-3	3	-1.6	7	3
C[C@@H]1CN([C@H](C)CO)C(=O)CCCn2cc(nn2)CO[C@H]1CN(C)C	-9	-4	-2	-7	38	-0.7	-2[16.7 µM]	2
Cc1ccc(S(=O)(=O)N2CCCOC2CNC(=O)C(=O)NC2CCCC2)cc1 (stereo not drawn)	5	nt	-6	nt	0	2.0	-3	3
COC(=O)C[C@H](NC(=O)Cn1cc(C)c(=O)[nH]c1=O)C(=O)OC	-10	21	2	17	-6	3.1	2	nt
O=C1NCC(O)=C1C=Nc1ccccc1O	7	23	-6	-1	3	-3.6	-4	0
O=C(NCCCn1ccnc1)c1nc(Cn2cc(Br)cn2)no1	0	11	4	-5	0	0.1	-3	-1
Cc1ccc(N2CC(C(=O)OCc3nc(N)nc(Nc4ccccc4C)n3)CC2=O)cc1 (stereo not drawn)	-1	4	-3	-7	-2	-0.2	-6	nt
C[C@@H]1CN([C@H](C)CO)C(=O)Cc2cc(NC(=O)c3ccncc3)ccc2O[C@H]1CN(C)S(=O)(=O)c1ccccc1	26	2	-2	3	-49	-1.5	5[16.7 µM]	-1
C[C@@H]1CN([C@@H](C)CO)C(=O)c2cc(NS(C)(=O)=O)ccc2O[C@@H](C)CCCCO[C@H]1CN(C)S(=O)(=O)c1cn(C)cn1	14	nt	4	nt	-5	0.0	10[16.7 µM]	-3
COc1cc(/C(C)=N/N2CCN(Cc3ccc(C)cc3)CC2)ccc1O	-20	29	-1	-7	3	-0.9	-3	7
COc1ccccc1N1C(=O)C2C(C(=O)c3ccccc3)=NN(c3ccc(C)cc3)C2C1=O (stereo not drawn)	3	nt	5	3	-5	3.4	-2	2
c1ccc2c(c1)[nH]c1ccccc12	nt	-2	1	nt	0	-3.5	2	-4
CCCOC(=O)C1NC(=O)N2C(C(=O)OCCC)C(C)(C)S[C@H]12 (stereo partly drawn)	-8	2	-3	-5	-1	-2.2	-3	10
Cc1c(NC(=O)C(C)OC(=O)C(NC(=O)c2ccco2)C(C)C)c(=O)n(-c2ccccc2)n1C (stereo not drawn)	nt	2	-1	-3	0	nt	-5	-2
CNC[C@H]1Oc2ccc(NC(=O)Nc3ccc(F)cc3)cc2C(=O)N([C@@H](C)CO)C[C@H]1C	7	-3	-3	15	-3	2.2	-5[16.7 µM]	-11

# 10 compounds out of the list, arranged by SMILES length, falling.
SMILES	GSIS activator	Statin myotox sup	PglD inh	FN deposition inh	Cneo AK release	CFTR F508del cor	miR-122 sensor	PGC1a acetyl inh
CNC(=O)C[C@@H]1CC[C@@H]2[C@H](COc3ccc(NC(=O)Nc4ccc(Cl)cc4)cc3C(=O)N2C)O1	14	-6	-36	6	-1	0.9	-33[16.7 µM]	2
C[C@@H]1CN([C@H](C)CO)C(=O)c2cc(C#CC3CCCCC3)cnc2O[C@H]1CN(C)S(C)(=O)=O	-5	-15	-26	nt	51	1.9	-1[16.7 µM]	6
CNC[C@H]1Oc2ccc(NC(=O)Nc3ccc(F)cc3)cc2C(=O)N([C@@H](C)CO)C[C@H]1C	7	-3	-3	15	-3	2.2	-5[16.7 µM]	-11
COc1ccccc1N1C(=O)C2C(C(=O)c3ccccc3)=NN(c3ccc(C)cc3)C2C1=O (stereo not drawn)	3	nt	5	3	-5	3.4	-2	2
C[C@@H]1CN([C@H](C)CO)C(=O)CCCn2cc(nn2)CO[C@H]1CN(C)C	-9	-4	-2	-7	38	-0.7	-2[16.7 µM]	2
Cc1ccc(N2CC(C(=O)OCc3nc(N)nc(Nc4ccccc4C)n3)CC2=O)cc1 (stereo not drawn)	-1	4	-3	-7	-2	-0.2	-6	nt
CCN(CCCNC(=O)CCc1nc(-c2ccc(OC)cc2)no1)c1cccc(C)c1	nt	nt	8	nt	0	nt	-1	-14
COc1cc(/C(C)=N/N2CCN(Cc3ccc(C)cc3)CC2)ccc1O	-20	29	-1	-7	3	-0.9	-3	7
COc1cc(OC)cc(C(=O)NC(=S)NNC(=O)c2cnccn2)c1	15	nt	0	2	4	6.6	1	-2
O=C(NCCN1CCOCC1)c1cc(-c2ccccc2)nc2ccccc12	nt	8	-2	-4	0	3.3	-7	-3

# Remaining list, next part.
SMILES	GSIS activator	Statin myotox sup	PglD inh	FN deposition inh	Cneo AK release	CFTR F508del cor	miR-122 sensor	PGC1a acetyl inh
CCOc1ccc(N2CC(C(=O)Nc3ccccn3)CC2=O)cc1 (stereo not drawn)	-21	nt	nt	4	nt	0.1	nt	-2
CCCC(=O)Nc1ccc2c(c1)C(=O)N(C)C[C@H](OC)[C@H](C)CN(Cc1ccccc1F)[C@@H](C)CO2	-26	12	-1	4	5	0.9	7[16.7 µM]	-3
NC(=O)c1cc(S(=O)(=O)NCc2cccc(Br)c2)cs1	-2	30	4	13	0	-1.7	19	5
CC(C)CNc1nc(Oc2ccc(=O)[nH]n2)nc(N2CCOCC2)n1	0	nt	nt	-3	nt	-3.6	nt	-6
CCNC(=S)NNC(=O)c1cccc(Br)c1	nt	4	-3	nt	6	nt	-2	nt
CC(=O)c1cccc(NC(=O)C(C)OC(=O)CCn2c(C)csc2=O)c1 (stereo not drawn)	-14	-3	-1	13	0	-0.6	0	-1
CC(=O)NCCNC(=O)C1Cc2c(-c3ccccc3)ccnc2O1 (stereo not drawn)	5	1	-2	-6	1	0.5	-1	nt
COc1ccc2[nH]c(=O)c(-c3noc(-c4ccccc4)n3)cc2c1	nt	9	1	nt	-3	nt	7	4
C[C@@H]1CN([C@H](C)CO)C(=O)c2cc(NC(=O)CCC(F)(F)F)ccc2O[C@@H](C)CCCCO[C@H]1CN(C)S(=O)(=O)c1ccc(Cl)cc1	-18	nt	2	-4	-1	3.1	-10[16.7 µM]	-4
CC1C(=NO)C(C)C(c2ccc(N(C)C)cc2)NC1c1ccc(N(C)C)cc1 (stereo not drawn)	-34	11	3	nt	-1	-0.8	2	-3
Cc1ccc2oc(=O)c3cc(C(=O)NCCCN4C(C)CCCC4C)sc3c2c1 (stereo not drawn)	0	6	6	2	0	-0.8	-4	-10
O=C(C1CC1)N1CC2(C1)[C@H](c1ccccc1)[C@@H](CO)N2CC1CCCC1	11	nt	nt	-5	nt	-0.8	nt	-10
O=C(O)C1C2C=CC(C2)C1C(=O)N1CCOCC1 (stereo not drawn)	-1	-1	-1	nt	2	-0.4	nt	4
COC(=O)C[C@@H]1CC[C@H]2[C@@H](COc3ccc(NS(=O)(=O)c4ccccc4F)cc3C(=O)N2C)O1	-3	-2	2	nt	-2	1.0	-17[16.7 µM]	-3
COc1ccc(/C=C(\C#N)C(=O)NCc2cccnc2)cc1OC	8	nt	nt	2	nt	1.9	3	0
CCOC(=O)N1CCN(C(=O)c2ccc3c(SCC(=O)O)c4c(nc3c2)CCC4)CC1	3	-10	0	-7	-1	-0.1	-1	4
O=C1CSC(c2ccccc2)N1c1ccc([N+](=O)[O-])cc1 (stereo not drawn)	5	-2	-2	1	0	0.8	5	-15
N#C[C@H]1[C@@H](c2ccccc2-c2ccccc2)[C@@H](CO)N1C(=O)Cc1ccccc1	-15	nt	nt	-9	nt	0.8	nt	4
CN(C)CCCNC(=O)C[C@@H]1CC[C@@H]2[C@H](COC[C@H](O)CN2S(=O)(=O)c2ccc(Cl)cc2)O1	5	-3	-1	-12	-1	4.2	-2[16.7 µM]	-4
NC(=O)c1ncn([C@@H]2O[C@H](CO)[C@@H](O)[C@H]2O)c1O	1	4	0&2	-5	-1&-3	-2.8	3	-1
O=C(CCn1c(=O)c2ccccc2n(CC(=O)NC2CCCC2)c1=O)NCc1ccco1	nt	16	-2	-3	-1	nt	1	-4
Cc1[nH]c(N)nc(=S)c1CCCNc1ccccc1	4	-3	1	2	2	-2.0	8	2
Cc1cccc[n+]1CC(=O)Nc1ccc([N+](=O)[O-])cc1	-5	9	-12	-12	0	-1.6	-2	3
CCCNC(=O)C[C@@H]1CC[C@H]2[C@H](COc3ccc(NC(=O)CC)cc3C(=O)N2C)O1	7	-1	-1	-4	-1	0.0	10[16.7 µM]	-3
CCC(=O)N1C[C@H](C)[C@H](OC)CN(C)C(=O)c2cc(NC(=O)CC(F)(F)F)ccc2OC[C@H]1C	7	nt	nt	-4	nt	-0.4	nt	7
C/C(CC(=O)NCCCN1CCOCC1)=N\NC(=O)COc1ccc(Cl)cc1	nt	14	-2	nt	1	nt	2	-3
CCC(c1nnnn1CCc1ccccc1)N1CCN(c2ccc(OC)cc2)CC1 (stereo not drawn)	nt	13	4	nt	2	nt	-9	-1
Cc1ccc(-c2nc(C(F)(F)F)cc(=O)[nH]2)cc1	-9	2	nt	13	nt	-16	3	0
